# High-throughput results deposited in PubChem BioAssay by several laboratories.
# NOD2-RIPK2 inh: blocks binding of human NOD2 to RIPK2 | CHO BLA complementation NOD2-RIPK2, CCF4 ratio | hit rate 0.38% among 360,000 | AID 624267 | inhibition, % at 4.98 µM; in the data active = inhibition above about 21%;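 also: 0% = vehicle only and 100% = reference blocker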
# COUP-TFII inh: inhibitors of human COUP-TFII (NR2F2); hit rate 0.7% among 370,000; HEK293T NGFI-A luciferase reporter, luminescence; inhibition, % at 8.6 µM;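 active = inhibition above a per-plate cutoff, mean inhibition of test wells between control levels plus 3 SD, cut at about 38% in these data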;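 also: cells cotransfected with COUP-TFII expression vector driving the NGFI-A reporter; 0% = median of COUP-TF2 test wells and 100% = reporter-only cells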
# Target sequence (P24468 whole entry, looked up): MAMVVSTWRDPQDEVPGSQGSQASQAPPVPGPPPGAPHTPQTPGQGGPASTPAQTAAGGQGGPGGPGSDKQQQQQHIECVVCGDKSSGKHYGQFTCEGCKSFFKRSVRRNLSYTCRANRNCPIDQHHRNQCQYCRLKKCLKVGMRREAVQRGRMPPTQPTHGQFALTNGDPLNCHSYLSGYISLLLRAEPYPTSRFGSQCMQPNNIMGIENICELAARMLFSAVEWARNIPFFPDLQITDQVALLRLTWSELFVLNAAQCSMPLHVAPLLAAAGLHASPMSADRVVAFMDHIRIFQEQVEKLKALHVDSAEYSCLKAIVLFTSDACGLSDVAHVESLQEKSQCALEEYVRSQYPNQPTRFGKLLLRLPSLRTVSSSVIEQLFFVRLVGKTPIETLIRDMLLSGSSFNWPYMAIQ
# Granule exo inh: lytic granule exocytosis inhibition; hit rate 0.66% among 360,000; TALL-104 LAMP-1 surface exposure, flow cytometry; cells stimulated with thapsigargin and PMA; AID 651702; inhibition, % at 10 µM;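 active = inhibition above about 55%, limit read from the data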
# SRC1 inh: inhibitors of human steroid receptor coactivator 1 (SRC1) | hit rate 0.12% among 360,000 | HEK293 GAL4-SRC1 luciferase reporter, luminescence | Q15788 | AID 588354 | inhibition, % at 3.6 µM;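 active = inhibition above the campaign mean plus 3 SD, with each screening campaign given its own cutoff, cut at about 60% in these data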;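 also: 0% = DMSO treated cells and 100% = gossypol at 36 µM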
# TLR9-MyD88 block: blocks human TLR9 binding to MyD88 | AID 504734 | CHO BLA complementation TLR9-MyD88, CCF4 FRET ratio | Q9NR96+Q99836 | inhibition, % at 4.98 µM | hit rate 0.21% among 340,000;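 active = inhibition above the mean over all tested compounds plus 3 SD, cut at about 21% in these data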;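 also: 0% = DMSO only wells and 100% = clavulanate BLA inhibitor control wells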
# NR5A2 inv ag: NR5A2 inverse agonism in reporter assay; O00482; HEK293T StAR-luciferase reporter, LRH-1 transfected, 24 h; inhibition, % at 3.6 µM; hit rate 0.13% among 360,000; AID 602396;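 active = inhibition above the mean inhibition of all tested compounds plus 3 SD, cut at about 73% in these data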;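 also: 0% = DMSO wells and 100% = reporter-only cells lacking LRH-1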
# Target sequence (O00482 whole entry, looked up): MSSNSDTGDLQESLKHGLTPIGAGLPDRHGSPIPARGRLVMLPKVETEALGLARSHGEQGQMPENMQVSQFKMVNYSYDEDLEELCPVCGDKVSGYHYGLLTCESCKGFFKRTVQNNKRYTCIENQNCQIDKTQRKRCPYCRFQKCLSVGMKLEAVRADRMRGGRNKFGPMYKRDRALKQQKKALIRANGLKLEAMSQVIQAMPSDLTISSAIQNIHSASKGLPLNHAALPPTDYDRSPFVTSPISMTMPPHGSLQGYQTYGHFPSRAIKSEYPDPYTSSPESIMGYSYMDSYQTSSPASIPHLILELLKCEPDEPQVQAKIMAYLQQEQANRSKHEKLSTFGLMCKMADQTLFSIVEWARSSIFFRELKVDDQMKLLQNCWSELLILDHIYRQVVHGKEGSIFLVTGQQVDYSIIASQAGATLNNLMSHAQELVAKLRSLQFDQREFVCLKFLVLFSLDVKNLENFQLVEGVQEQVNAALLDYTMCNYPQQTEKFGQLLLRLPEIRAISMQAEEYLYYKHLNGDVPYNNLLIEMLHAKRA
# ABHD5-PLIN5 inh: blocks binding of human ABHD5 to perilipin-5; Split G. princeps luciferase complementation, luminescence, 4 h; Q00G26+Q8WTS1; hit rate 0.78% among 360,000; AID 602281; inhibition, % at 4 µM;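 active = inhibition above the mean inhibition across every tested compound plus 3 SD, cut at about 22% in these data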;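 also: 0% = DMSO only wells and the 100% control is not disclosed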
# TROY NFkB inh: TROY signaling inhibition | Q293 LMP1-TROYcd NF-kB luciferase reporter, 4 h | inhibition, % at 10 µM | hit rate 0.98% among 360,000;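 active = compounds whose plate-normalised and pattern-corrected inhibition of the luciferase reporter signal at the single screening dose is 50% or more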
# TWEAK Fn14 block: inhibitors of TWEAK-Fn14 interaction signaling; hit rate 2% among 360,000; TWEAK-stimulated Fn14 reporter cells, luciferase luminescence, 8 h; inhibition, % at 10 µM; in the data active = inhibition above about 50%
# NCOA2 inhibitor: human SRC2 (NCOA2) inhibition. hit rate 0.17% among 370,000. AID 651957. Q15596. HEK293 GAL4-SRC2 luciferase reporter, luminescence. inhibition, % at 9 µM;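 active = inhibition above the mean inhibition of all tested compounds plus 3 SD, set per campaign, cut at about 52% in these data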;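 also: 0% = DMSO treated cells and 100% = cells given Gossypol at 36 µM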
# SRC3 inh: inhibitors of human steroid receptor coactivator 3 (SRC3); Q9Y6Q9; HEK293 GAL4-SRC3 luciferase reporter, luminescence; inhibition, % at 3.6 µM; hit rate 0.17% among 360,000;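 active = inhibition above a per-campaign cutoff, the mean of all compounds plus 3 SD, cut at about 60% in these data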;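 also: 0% = DMSO-treated cells and 100% = gossypol-treated cells at 36 µM; higher means less SRC3-driven luciferase light from the GAL4 reporter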
# Active calls of the source: *; . = no result given. This is a subset. The share of hits here may be higher or lower than overall.
# Below each compound: NOD2-RIPK2 inh	COUP-TFII inh	Granule exo inh	SRC1 inh	TLR9-MyD88 block	NR5A2 inv ag	ABHD5-PLIN5 inh	TROY NFkB inh	TWEAK Fn14 block	NCOA2 inhibitor	SRC3 inh
- CCOC(=O)C1=C(O)c2ccccc2C(=O)/C1=C\c1ccc(C)cc1
→ 11	.	97*	-24	-4	5	21	33	34	.	2
- Cc1coc2c(C)c3oc(=O)c(CCC(=O)NCCN4CCOCC4)c(C)c3cc12
→ -11	-4	-2	-4	5	17	4	8	-14	15	14
- C/C(NC(=O)c1ccccc1)=C1/C(=O)CC2C1C2(C)C (stereo not given)
→ -8	-46	0	-87	2	-48	-5	-51	-13	-5	-41
- COc1ccccc1N1CCN(c2nc(C)cc(C)c2C#N)CC1
→ 1	27	-9	-3	-4	-9	-3	16	8	-11	-10
- CCOC(=O)N1CCN(Cc2nc(N)nc(Nc3ccc(OC)cc3)n2)CC1
→ -15	-18	3	0	7	3	-4	-7	-3	-8	16
- Cc1ccnc2nc(C(=O)OCC(=O)c3ccc(NC(=O)CC(C)C)cc3)nn12
→ -11	-9	3	1	-12	-16	3	-5	-19	-4	0
- Cc1cccc(N(CC(=O)NC2CCCC2)C(=O)c2nsc(Cl)c2Cl)c1C
→ 3	-14	1	-2	6	-1	-1	6	-32	-26	23
- CCCN(CC(=O)Nc1ccccc1C)C(=O)c1cc(=O)[nH]c2ccccc12
→ -10	18	1	6	3	-3	-4	-3	29	8	11
- O=C(NCc1ccc(OC(F)(F)F)cc1)c1cccc2c1C(=O)c1ccc(N3CCC(Cc4ccccc4)CC3)cc1S2(=O)=O
→ 5	-5	34	-11	6	-5	0	10	24	5	2
- COc1ccc(NC(=O)Nc2ccccn2)cc1OC
→ -5	-29	-2	-28	-6	-19	1	-9	-6	-16	-9
- O=C(NNC(=S)Nc1ccc(Br)cc1)c1ccccc1
→ -1	-25	1	-56	0	-101	-1	-26	-15	-49	-32
- Cc1cccc(N2CCN(C(c3cccs3)c3nnnn3C(C)(C)C)CC2)c1C (stereo not given)
→ -18	-1	1	17	7	13	-8	36	-5	-6	5
- Cc1cc(C)c(C(=O)N2CCCC(CNC(=O)C3(c4ccc(Cl)cc4)CC3)C2)c(=O)[nH]1 (stereo not given)
→ -1	2	-2	-2	6	18	-1	3	-1	12	12
- O=C1C(=Cc2ccncc2)CCCc2ccccc21
→ -1	13	-13	-8	-6	30	18	-6	12	14	11
- CCOC(=O)c1ccc(-c2ccc3oc(-c4ccsc4)cc(=O)c3c2)cc1F
→ 6	6	-9	-10	-1	13	-1	-34	-85	-3	-27
- O=C(CNC(=O)c1ccccc1)N/N=C/c1cccs1
→ 2	-13	5	-48	1	3	-3	12	-9	-7	6
- N#C/C(=C\c1ccc(OCC(N)=O)cc1)S(=O)(=O)c1ccccc1
→ 3	5	18	-2	-11	8	0	18	14	-27	-1
- COc1ccc2nc(-c3ccc(Cl)cc3)cc(C(=O)O)c2c1
→ -12	-11	-4	-13	6	-37	0	-3	1	13	-8
- COc1ccc(Nc2nc(-c3ccccc3)c3ccccc3n2)cc1
→ 0	15	-1	-2	-3	11	1	-15	6	1	11
- COC(=O)C1CCN(C(=O)c2cc(-c3ccc(Cl)s3)nc3ccccc23)CC1
→ 5	38*	0	-3	4	10	0	38	38	19	20
- Clc1ccccc1C1=CC(c2ccco2)n2ncnc2N1 (stereo not given)
→ 20	-6	-4	1	11	29	2	12	3	16	14
- Cc1nc(-c2nc(-c3c(C(=O)NNC(=O)c4ccc(Cl)cc4)noc3C)cs2)cs1
→ 1	-8	1	2	-115	2	-2	3	-35	-7	4
- CC(C)C(=O)Nc1ccc(NC(=O)c2ccc([N+](=O)[O-])cc2Cl)cc1
→ -1	0	-2	6	-1	-12	-5	-3	-14	-7	4
- Cc1ccc(/C=C/C(=O)O)cc1S(=O)(=O)N1CCCc2ccccc21
→ -6	13	-1	11	-5	12	-3	8	9	-7	4
- C=Cc1ccc(CSc2cc(C)nc3nc(C)nn23)cc1
→ 5	17	-5	-21	4	-4	2	-9	-8	11	8
- O=C(CSc1nnc(COc2ccc(Cl)cc2)o1)N1CCN(c2ccccc2)CC1
→ -2	18	-3	12	-1	20	-1	7	-15	2	3
- COC(=O)c1cccc(NC(=S)N2CCN(c3ccccc3F)CC2)c1
→ -4	-9	-2	-5	2	14	-4	7	29	-19	13
- CC(C)CCn1c(C(C)O)nc2ccccc21 (stereo not given)
→ -7	-6	4	7	4	12	-3	2	-11	9	21
- Fc1ccc(-c2nnsc2Sc2ccccn2)cc1
→ 11	5	0	-32	7	-2	3	-51	-50	-24	-34
- CCOC(=O)C1=C(C)NC2=C(C(=O)CC(C)(C)C2)C1c1coc2ccccc2c1=O (stereo not given)
→ -10	20	0	13	-5	14	-15	12	14	-11	-3
- CCCCC(=O)Nc1ccc(NC(=O)CCCC)nc1
→ -12	-3	-2	-12	-8	-6	-1	-21	-12	-7	-6
- O=C(Nc1ncc(Cc2ccccc2)s1)c1cccs1
→ -3	-46	-3	-113	-2	-136	0	15	47	-65	-99
- CCCN(CCC)CCCNC(=O)C(NS(=O)(=O)c1ccc2c(c1)CCC(=O)N2)c1ccccc1 (stereo not given)
→ 1	-2	-2	-16	-1	-8	1	11	17	6	23
- CCc1ccc(OCC(=O)NCC(c2ccc(Cl)cc2)N2CCCCC2)cc1 (stereo not given)
→ -3	-2	4	-6	-5	0	0	-8	-4	19	-2
- NC(=O)C1CCN(C(=O)c2cnn(-c3ccccc3)c2NC(=O)c2ccco2)CC1
→ 7	9	-1	-11	-11	-4	2	14	6	-11	-7
- COc1ccc(N=C2C=CC(=O)O2)cc1
→ -5	1	3	8	-1	-16	13	-47	-6	-15	-15
- O=C1CC(N2CCCc3ccccc32)C(=O)N1c1ccccc1Cl (stereo not given)
→ 8	6	-2	-10	-15	14	2	7	-27	-4	9
- CSCCNC(=O)C1(C)CCN1C(=O)CCc1ccccc1 (stereo not given)
→ 5	-2	5	12	.	11	-8	8	-10	-33	-17
- O=S(=O)(Cc1cnc(Cl)s1)c1ccccc1
→ 5	-8	-3	-15	-7	-11	1	-4	-6	-29	17
- CCc1c(C(=O)Nc2cc(C)cc(C)c2)[nH]c(C)c1C(C)=O
→ 6	-31	2	8	-10	-12	-4	-16	0	-41	6
- CCn1nnnc1NCc1ccc(Cl)cc1
→ 7	-20	-2	-6	-4	-11	7	27	-9	11	6
- O=C(NCCSCc1ccccc1)c1cc(S(=O)(=O)N2CCOCC2)ccc1F
→ -2	8	-1	-16	2	-2	-8	1	5	14	-6
- CC(C)(C)c1ccc(C(=O)NNC(=S)NCc2ccco2)cc1
→ -1	5	-3	6	7	1	-10	-20	-1	-20	-5
- CCOC(=O)C1CCCN(C(=O)CN2C(=O)c3ccccc3S2(=O)=O)C1 (stereo not given)
→ -8	-17	-9	5	0	2	9	-31	-6	-19	9
- Cc1ccc(S(=O)(=O)N(CC(=O)Nc2cccnc2)c2cccc(Br)c2)cc1
→ 8	5	10	-13	2	-20	-5	13	31	-9	10
- COCc1cc(C)n(CC(=O)Nc2c(C)cccc2C)c(=O)c1C#N
→ -13	12	-2	-24	-2	2	-5	-9	3	-40	9
- CCc1nc2ccc(C(=O)NCC3CCCCC3)cn2c1N(C)C(=O)c1cccc(OC)c1
→ 5	-19	-1	0	.	1	-4	-3	-11	-13	4
- Cc1cc(C(=O)CCC(=O)NNC(=O)c2ccccc2O)c(C)s1
→ -10	1	0	-9	-9	-18	15	-21	-11	-25	14
- COc1ccc(NC(=O)c2cc([N+](=O)[O-])nn2Cc2ccccc2)c(C)c1
→ 0	-13	-2	-14	0	-5	-3	7	-39	-11	0
- Cc1cccc(/C(N)=N/OC(=O)CCc2ccccc2)c1
→ -6	-11	5	-55	4	7	-4	-65	-25	-41	-24
- CC1CCCCC12NC(=O)N(CC(=O)N1CCN(S(=O)(=O)c3ccc(Cl)s3)CC1)C2=O (stereo not given)
→ -8	-3	-1	-8	1	5	9	-14	-1	4	14
- O=C(Cc1cn(Cc2cccc(Cl)c2)c2ccccc12)N1CCCCCC1
→ 7	12	-2	11	10	-19	2	32	39	13	16
- COC(=O)c1ccccc1NC(=S)NC(=O)c1cccc2ccccc12
→ 7	13	-1	-2	17	6	-3	27	60*	13	14
- N#Cc1nc(Cc2ccccc2)oc1NCc1ccccc1
→ -9	0	0	-11	-9	-8	0	-46	4	-40	-7
- C=CCn1c(SCc2c(C(=O)OC)sc(N)c2C(=O)OC)nnc1-c1ccc(Br)cc1
→ -4	13	3	1	-2	-13	4	5	-5	-34	-10
- CCC(C(=O)NC1CCCC1)N(C(=O)Cn1nnc(-c2ccc(C)o2)n1)c1cnc2ccccc2c1 (stereo not given)
→ -2	6	-1	-8	-7	-3	-8	1	-17	-2	-21
- COc1cccc(N2C(=O)Nc3ccccc3C2(O)C(=O)NCc2ccc3c(c2)OCO3)c1 (stereo not given)
→ -7	-17	-2	5	-1	-14	0	-12	-6	-7	-12
- S=C(Nc1ccccc1)c1ccccn1
→ 4	-17	0	-85	-11	-86	-1	-66	-34	-26	-52
- COc1ccc(-c2csc(NC(=O)c3ccccc3C(=O)O)n2)cc1
→ -8	-3	11	-18	1	2	5	3	-7	6	12
- O=C(CCCn1c(SCc2cc(=O)n3cc(Cl)ccc3n2)nc2ccccc2c1=O)NCC1CCCO1 (stereo not given)
→ -1	-1	-3	-21	-7	-1	4	23	-16	-11	7

# (list continues)
# Below each compound: NOD2-RIPK2 inh	COUP-TFII inh	Granule exo inh	SRC1 inh	TLR9-MyD88 block	NR5A2 inv ag	ABHD5-PLIN5 inh	TROY NFkB inh	TWEAK Fn14 block	NCOA2 inhibitor	SRC3 inh
- Cc1nc2ncnn2c(C)c1Cc1ccc(Cl)cc1F
→ -5	12	6	-11	-3	0	8	3	8	7	-9
- O=C(CSCc1nc2ccccc2[nH]1)Nc1ccccc1
→ -8	13	2	-36	5	6	8	-14	9	-21	-2
- O=C(COC(=O)c1ccc(F)cc1)Nc1ccc(Cl)cn1
→ -4	-2	-6	7	1	6	-2	-24	-27	-43	12
- Cc1cc(-c2nnc(CCC(=O)NCCc3ccccc3F)o2)no1
→ -7	-13	4	22	-3	8	1	2	-3	10	-10
- Cc1cccc(-c2nnc(SC(C)C(=O)N3CCOCC3)o2)c1 (stereo not given)
→ -15	7	-24	-51	2	-20	-2	-12	3	0	-22
- CCOC(=O)C1=NN(C(=O)COc2ccccc2)C(O)(c2ccc(Cl)cc2)C1 (stereo not given)
→ -3	-8	-2	-2	-8	10	-8	8	-2	3	-14
- O=C1CN(C(=O)/C=C/c2ccc(Cl)cc2)c2ccccc2N1
→ -9	4	-1	-1	12	3	2	-3	-7	-4	7
- CCOC(=O)CC(=O)CSc1ccc2nnc(-c3cccc(F)c3)n2n1
→ -5	5	-2	5	4	9	-7	7	-5	14	-3
- Cc1ccc(CN2CCN(Cc3nc4c(s3)CCCC4)CC2CCO)cc1 (stereo not given)
→ 14	1	-3	-8	1	-10	0	4	4	2	-1
- Cc1onc(-c2ccccc2)c1C(=O)N(C)CCc1ccccn1
→ -8	15	-2	-11	-1	15	3	-6	-5	-27	12
